RORg inh: ROR gamma (mouse) transcription inhibition. P51450. Drosophila S2 Gal4-RORgamma UAS-luciferase reporter, 20 h. Potency, µM (highest dose often 53.6 µM), for inactives: at the highest dose activity change, negative = inhibition, actives largely listed as inhibitors. 5.4% of 310,000 active. AID 2551; note: potency is the fitted concentration of half-maximal effect; % is set by controls: 0 for no effect and ±100 for the full control effect; nearly all actives have a fitted effect of over 60% in size
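Read-out: Photinus luciferase luminescence; inhibitors lower reporter signal. Insect Schneider cells with Gal4-ROR gamma fusion under metallothionein promoter, UAS reporter; 700 uM final copper sulfate induction, 20 hr, ambient temperature.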
FLuc counter: counter-screen for miR-21 project: firefly luciferase inhibitors or activators | purified FLuc, Km substrates, luminescence inhibition | Potency, µM (titrated, usually from 57.5 µM), for the others: top-dose activity change, negative = inhibition, actives largely listed as inhibitors | 6.9% of 360,000 active | AID 588342;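 note: potency is the fitted concentration of half-maximal effect; plate controls were vehicle for no effect and reference inhibitor for full effect; nearly all actives have a fitted effect of over 55% in size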
Target sequence (P08659 whole entry, looked up): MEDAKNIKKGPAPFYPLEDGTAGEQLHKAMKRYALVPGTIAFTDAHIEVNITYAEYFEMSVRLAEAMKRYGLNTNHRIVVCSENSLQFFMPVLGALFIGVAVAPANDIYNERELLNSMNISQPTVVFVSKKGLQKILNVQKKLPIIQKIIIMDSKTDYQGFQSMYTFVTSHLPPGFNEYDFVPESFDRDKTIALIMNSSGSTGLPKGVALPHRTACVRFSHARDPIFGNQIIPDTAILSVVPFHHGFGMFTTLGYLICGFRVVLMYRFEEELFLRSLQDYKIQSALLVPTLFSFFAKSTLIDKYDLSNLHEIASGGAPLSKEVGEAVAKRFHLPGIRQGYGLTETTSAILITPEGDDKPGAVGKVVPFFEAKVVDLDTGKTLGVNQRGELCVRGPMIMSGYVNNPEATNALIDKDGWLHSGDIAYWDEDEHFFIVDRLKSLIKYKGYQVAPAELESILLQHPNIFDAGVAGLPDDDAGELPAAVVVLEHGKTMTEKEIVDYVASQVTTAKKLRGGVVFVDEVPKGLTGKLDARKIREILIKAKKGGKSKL
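Purified P. pyralis luciferase, 10 nM final, with Km-level 10 uM D-luciferin and 10 uM ATP in 50 mM Tris acetate pH 7.5, 10 mM Mg acetate, 0.01% Tween-20, 0.05% BSA; 6-point qHTS titration about 60 µM downward; luminescence read.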
Rab9 prom act: activators of Rab9 promoter; Huh7 Rab9 promoter-luciferase reporter, luminescence, 24 h; Potency, µM (series often up to 9.22 µM), without a hit: at the highest dose activation, negative = inhibition, hits mostly activators; 2.8% of 320,000 active; AID 485297; note: potency is the fitted concentration of half-maximal effect; % of control where 0% means no effect; nearly all actives have a fitted effect of over 60% in size
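Luminescence from Amplite-detected luciferase (10 minutes, ambient) reports Rab9 promoter activation. Before that, stable Rab9-luciferase Huh7 cells (1500/well, reduced-serum OP-MEM I plus 10% FBS) were exposed to compound for 24 hours at 37C.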
FBPA coupling cs: inhibits coupling enzyme system, counter-screen for aldolase hits. coupling enzyme system counterscreen, AmpLite Red fluorescence. activity change, negative = inhibition, % at 58.2 µM, hits read low. 0.67% of 290,000 active; in the data active = activity change below about -30%; note: % is set by controls: 0 for no effect and ±100 for the full control effect
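Counterscreen of the coupled detection system alone, without aldolase: glyceraldehyde-3-phosphate coupling enzymes plus AmpLite Red readout. Compounds at 57.5 uM final, 10 min RT preincubation, 20 min RT reaction, fluorescence 525/598 nm.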
uPA surface inh: cell surface uPA generation inhibition; cell surface uPA generation assay, qHTS; 0.31% of 330,000 active; AID 540303; Potency, µM (doses to about 38.3 µM), for the others: at the top dose activity change, negative = inhibition, usual class: inhibitors; active = well fitted inhibition curve with a large enough effect; inconclusive = small, poorly fitted or top-dose-only effect; inactive = no such curve, though single readings can be large or run the other way; tested in mouse RAW 264.7 cells; note: potency is the fitted concentration of half-maximal effect; % is set by controls: 0 for no effect and ±100 for the full control effect; nearly all actives have a fitted effect of over 55% in size
Giardia kill: kills Giardia lamblia | activity change, % at 7.66 µM, hits read low | Giardia lamblia trophozoite viability | 0.15% of 340,000 active; in the data active = activity change below about -80%; inconclusive = between about -30% and that limit;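 note: parasites exposed to compound for two days anaerobically before the ATP read; % is set by controls: 0 for no effect and ±100 for the full control effect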
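Media and compound were dispensed first, then trophozoites at 100 cells/well; plates sat 48 hrs at 37 deg C without oxygen before ATP luminescence reagent was added and read after 15-30 min at room temperature.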
VP16 counter: counter-screen for ROR gamma inhibitors: Gal4-VP16 reporter; Drosophila S2 Gal4-VP16 UAS-luciferase, luminescence, 20 h; Potency, µM (highest dose often 53.6 µM), for inactives: at the top dose activity, negative = inhibition, hits mostly inhibitors; 3.5% of 310,000 active; AID 2546;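 note: Gal4-VP16 expression switched on by copper sulfate through the metallothionein promoter; potency is the fitted concentration of half-maximal effect; % is set by controls: 0 for no effect and ±100 for the full control effect; nearly all actives have a fitted effect of over 50% in size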
KCNH2 3.1 block: inhibitors of human KCNH2 3.1 potassium channel isoform; 0.95% of 340,000 active; activity change, % (tested at about 1.8 µM); U2OS KCNH2 3.1, thallium flux FluxOr; hits give low values;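 active = maximum activity change below -70%; inconclusive = maximum activity change from -70% to -50%; inactive = maximum activity change above -50%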;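 note: thallium influx rate constant from kinetic fluorescence after stimulation buffer; % is set by controls: 0 for no effect and ±100 for the full control effect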
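Channel expression came from 3.1 mutant virus (1.77 x 10^8 /mL) applied to suspended U2OS cells for 4 h. Flux was tracked with FluxOr dye plus Red40 quencher, and kinetic rate constants normalized to controls.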
ELG1 genotox: inducers of genotoxicity in HEK293T ELG1-luciferase cells. HEK293T ELG1-luciferase reporter, luminescence, 16 h. Potency, µM (highest dose often 46 µM), without a hit: at the highest dose activity change, positive = activation, usual class: activators. 1.3% of 330,000 active. AID 504466; note: potency is the fitted concentration of half-maximal effect; % of control where 0% means no effect; nearly all actives have a fitted effect of over 60% in size
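Luminescence read-out: rising ELG1-luciferase signal, reflecting elevated ELG1 protein under genetic stress, flags genotoxic compounds. Cells were treated for 16 hr at 37 °C before ONE-Glo detection.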
NPC1 prom act: activates the NPC1 promoter; Huh7 NPC1 promoter luciferase reporter, 24 h; Potency, µM (series often up to 9.22 µM), for the others: top-dose activation, usual class: activators; 2.4% of 320,000 active; AID 485313;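 note: potency is the fitted concentration of half-maximal effect; % of control where 0% means no effect; nearly all actives have a fitted effect of over 60% in size; reporter is driven by a mutant NPC1 promoter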
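Cells: Huh7 expressing luciferase under the NPC1 promoter, 1500/well. Seeded 2 h, compound added, incubated 24 h at 37 °C. Luciferase reagent, 10 min ambient, then luminescence.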
Tb PFK block: T. brucei PFK enzyme inhibition; AID 485367; O15648; 0.17% of 330,000 active; T. brucei PFK, ADP-Glo luminescence; Potency, µM (doses to about 57.5 µM), for inactives: at the highest dose activity, negative = inhibition, actives largely listed as inhibitors;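 note: potency is the fitted concentration of half-maximal effect; 0% = uninhibited 1x PFK enzyme wells and -100% = no-enzyme wells; nearly all actives have a fitted effect of over 60% in size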
Target sequence (O15648 whole entry, looked up): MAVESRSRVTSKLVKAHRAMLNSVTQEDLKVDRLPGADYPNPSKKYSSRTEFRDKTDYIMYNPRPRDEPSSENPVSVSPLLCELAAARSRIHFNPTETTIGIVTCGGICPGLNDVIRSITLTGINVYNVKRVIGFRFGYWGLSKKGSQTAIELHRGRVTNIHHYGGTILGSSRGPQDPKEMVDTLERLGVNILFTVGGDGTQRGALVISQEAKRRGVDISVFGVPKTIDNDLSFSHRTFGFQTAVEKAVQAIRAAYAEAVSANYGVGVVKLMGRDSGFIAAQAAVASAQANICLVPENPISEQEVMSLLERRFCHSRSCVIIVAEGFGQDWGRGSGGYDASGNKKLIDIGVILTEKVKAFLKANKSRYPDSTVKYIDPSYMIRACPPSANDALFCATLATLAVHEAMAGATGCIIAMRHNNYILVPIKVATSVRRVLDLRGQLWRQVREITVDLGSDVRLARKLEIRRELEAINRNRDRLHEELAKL
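Compounds were pin-transferred as a titration series up to 57 uM into substrate buffer (0.5 mM F6P, 0.1 mM ATP, pH 8.0), then 1.25 nM PFK was added and reactions ran 45 min before ADP-Glo detection.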
The depositor's hits bear a star; ? = inconclusive; . = no result given; [ ] = remark or other dose. Unless noted, calls come from the whole dose curve; as a rule, active = well fitted curve in the direction sought with a large enough effect; inconclusive = small, poorly fitted or top-dose-only effect, or another doubt; inactive = no such curve, though single readings can be large; an effect the other way counts as inactive or inconclusive.

Each structure is followed by: RORg inh	FLuc counter	Rab9 prom act	FBPA coupling cs	uPA surface inh	Giardia kill	VP16 counter	KCNH2 3.1 block	ELG1 genotox	NPC1 prom act	Tb PFK block
O=[N+]([O-])c1ccc2nc(-c3ccccc3)[nH]c2c1
 : 34%	5.4µM*	2.5µM*	-13	-16%	-8	1%	8	?	2.8µM*	-1%
O=C(COC(=O)c1ccc[n+]([O-])c1)Nc1cc([N+](=O)[O-])ccc1Cl
 : .	.	.	.	4%	0	.	27	0%	.	1%
Nc1nc(CSc2nc3ccccc3s2)nc(Nc2ccccc2)n1
 : 6%	?	-1%	-13	.	.	?	.	-5%	2%	-7%
CCOc1ccc(C(=O)Nc2nccs2)cc1[N+](=O)[O-]
 : ?	-18%	30%	0	6%	-13	?	-27	10%	28%	-2%
NC(=S)N/N=C/c1ccc(-n2nncc2-c2ccc(Cl)cc2)cc1
 : 5.6µM*	?	-4%	-11	-8%	54[activator]	?	-22	-2%	9%	1%
COc1cc(C2N(c3ccc(Cl)cc3)C(=O)C3CCCN32)cc(OC)c1OC (stereo not given)
 : 14%	1%	-1%	6	-4%	-1	7%	0	7%	-1%	1%
COc1ccccc1CNC(=O)C1CCN(S(=O)(=O)c2ccc3c(c2)OCCO3)CC1
 : -15%	0%	9%	2	1%	4	0%	-15	-1%	-6%	-6%
CCN(C(=O)COc1ccccc1)c1nnc(-c2cccnc2)s1
 : 17%	-14%	12%	4	-1%	2	13%	30	7%	1%	0%
CCC(C)(C(=O)NC1CCCC1)N(C(=O)CNC(C)=O)c1ccccc1 (stereo not given)
 : 8%	-1%	-2%	2	0%	11	5%	7	0%	-3%	-9%
COc1cc(NC(=O)CCc2nnc3ccc(N4CCC(C)CC4)nn23)cc(OC)c1
 : 0%	3%	-6%	0	2%	-1	0%	7	0%	-5%	-2%
CC(C)N(Cc1cnn(C)c1)Cc1nc(COc2ccccc2)no1
 : -1%	-1%	2%	-4	1%	3	-21%	6	-1%	-2%	0%
COCCN1C=C(C(=O)OC)C(c2ccc3c(c2)OCO3)C(C(=O)OC)=C1
 : ?	1%	24%	0	0%	-11	2%	12	0%	-3%	1%
CCOC(=O)Cn1nc(C)n(-c2ccc(C(C)C)cc2)c1=O
 : 7%	4%	4%	3	.	16	-5%	2	2%	-5%	8%
Cc1ccccc1N(CC(=O)NCc1ccc2c(c1)OCO2)C(=O)C1CSC(=O)C1 (stereo not given)
 : 4%	-2%	-2%	0	7%	-1	-2%	7	-3%	-3%	1%
CCn1c(CNC(=O)c2ccccc2F)cc2cc(C)ccc21
 : -4%	?	26%	0	3%	-16	9%	14	8%	24%	-4%
CCOC(=O)Oc1ccc(/C=C2\N=C(C)OC2=O)cc1
 : 9%	?	0%[1.84 µM]	1	-8%	-1	-5%	17	2%	-1%	-3%
O=C(Nc1ccc(F)cc1)Nc1ccc(NC(=O)c2ccccc2O)cc1
 : 1%	-3%	1%	0	3%	3	-7%	-1	4%	7%	-1%
O=C(NCc1ccc2c(c1)OCO2)C1CCC(CNc2c(N3CCCCC3)c(=O)c2=O)CC1 (stereo not given)
 : -22%	7%	2%	0	9%	8	-3%	-1	-2%	-1%	-2%
Cc1ccc(NC(=O)NCCCN2CCCC2=O)cc1
 : 5%	?	12%	3	.	0	19%	11	?	11%	-3%
CCCC(Oc1ccc(Br)cc1)c1nc2c3cc(OC)c(OC)cc3nc(=S)n2[nH]1 (stereo not given)
 : 1.3µM*	-3%	-3%	0	0%	-11	3.5µM*	-11	-12%	-2%	6%
O=C(NCCCN1CCCC1=O)c1cccs1
 : 2%	0%[2.3 µM]	-1%	-1	3%	11	-11%	20	2%	11%	0%
CCCN(CCC)S(=O)(=O)c1ccc(C(=O)Nc2nnc(COC)o2)cc1
 : 0.56µM*	?	-9%	17	?	22	2.2µM*	-5	-21%	-2%	-6%
COc1ccc(-n2c(=S)[nH]c3cc(C(=O)Nc4cccc(C)c4)ccc3c2=O)cc1
 : -18%	0%	20%	1	-2%	-7	1%	-4	6%	-3%	-1%
CCn1cc(CN2CCCC(CNS(=O)(=O)c3cccc4cccnc34)C2)cn1 (stereo not given)
 : -18%	1%	-1%	.	-2%	-13	-3%	3	0%	1%	-9%
CCC(=O)Nc1cc(-c2cc3ccccc3oc2=O)ccc1OC
 : 0%	-3%	0.79µM*	2	1%	14	10%	19	?	?	1%
Oc1[nH]c2ccccc2c1C1=NCCCCC1
 : 33%	?	-6%	6	2%	4	-1%	17	0%	-3%	-1%
c1ccc2c(CCNc3ncnc4nc[nH]c34)c[nH]c2c1
 : ?	?	-13%	1	2.8µM*	19	?	-6	-6%	-15%	-6%
N#Cc1ccc(Oc2nc(C(N)=O)cc(-c3ccccc3)n2)cc1
 : -8%	0%	-4%	.	1%	3	-8%	-15	-3%	-3%	0%
COC(=O)c1cc(COc2ccc3c(c2)oc(=O)c2ccccc23)c(C)o1
 : -33%	0%	3%	2	-4%	1	-5%	1	14%	-13%	0%
Cn1c(=O)c2[nH]c(SCc3ccccn3)nc2n(C)c1=S
 : -3%	-9%	-3%	6	.	.	3%	.	-2%	0%	-7%
CC1=NN(c2ccc(C)c(C)c2)C(=O)C1C(c1cccc(O)c1)C1C(=O)N(c2ccc(C)c(C)c2)N=C1C (stereo not given)
 : ?	?	-4%	-5	-7%	20	?	0	-3%	-1%	-11%
CCCSc1nnc(NC(=O)Nc2ccc(F)cc2)s1
 : 4%[0.365 µM]	-1%	-3%	1	-10%	-2	.	2	19%	3%	-6%
c1ccc2c(c1)OCC(c1nn3c(Cn4nnc5ccccc54)nnc3s1)O2 (stereo not given)
 : ?	-2%	-6%	3	.	-14	6%[0.365 µM]	-11	-4%	-2%	-12%
Cc1nc(SCc2ccccc2)n[nH]1
 : 1%	-19%	?	-1	0%	25	8%	-12	17%	22%	0%
O=C(CSc1nnc(-c2ccc(O)cc2)o1)Nc1cccc(O)c1
 : -11%	?	-1%	-6	-11%	-7	-25%	17	?	13%	-1%
CC(C)NC(=O)NC(=O)CSc1nnc(COc2ccccc2Cl)o1
 : 21%	-17%	1%	0	0%	5	3%	-5	-1%	-1%	4%
CCN(c1ccccc1)c1cc2ccccc2c(=O)[nH]1
 : -16%	1%	-4%	-34*	-2%	11	-7%	3	0%	2%	0%
CCCc1nnc(SCC(=O)Nc2ccc(C(=O)OCC)cc2)o1
 : -35%	7%	3%	0	-11%	4	-12%	3	5%	-6%	4%
COC(=O)CN1C(=O)[C@H]2[C@@H](c3ccc(C)o3)N3C(=O)CN(Cc4ccccc4)C(=O)[C@@]3(C)[C@H]2C1=O
 : 2%	0%	1%	6	14%	-23	1%	-3	3%	0%	0%
Cc1ccccc1C(=O)c1cccn1CC(=O)NC(C)c1ccc2c(c1)OCCO2 (stereo not given)
 : 34%	-14%	5%	15	7%	7	-10%	11	-4%	0%	0%
COc1ccc(NC(=O)c2cccnc2C(=O)O)c(OC)c1
 : 14%	-18%	11%	2	.	1	4%	11	-7%	1%	-1%
COc1cnc(-c2ccccn2)nc1N(C)C
 : 18µM*	-9%	-18%	-10	-10%	9	?	17	8%	-17%	-1%
COCCN(CC1CCCN(C2Cc3ccccc3C2)C1)C(=O)c1ccc(C(C)=O)cc1 (stereo not given)
 : 10%	-1%	3%	-2	-6%	0	-13%	?	-2%	1%	0%
CCC(C)NC(=O)CN1C(=O)C(CC)Sc2ccccc21 (stereo not given)
 : 16%	4%	-1%	2	0%	-20	13%	13	13%	-8%	0%
CCCN(CCC)CC(C)(C)NS(=O)(=O)c1ccc(Cl)cc1
 : -13%	2%	0%	0	3%	-7	-6%	-140*	-4%	0%	-5%
CC(=O)C1=C(C)NC(SCC(=O)c2ccc(Cl)cc2)=C(C#N)C1CC(C)C (stereo not given)
 : 11µM*	-14%	-3%	-9	2%	-2	?	-25	-3%	-2%	4%
Cc1ccc(-c2nc(=S)c3c(n2CCN2CCOCC2)CC(C)(C)OC3)cc1
 : -23%	0%	1%	-1	6%	-8	-2%	10	4%	1%	-3%
CCC(=O)N1CCN(c2ccc(NC(=S)NC(=O)c3ccc(OC)c([N+](=O)[O-])c3)cc2)CC1
 : 7.1µM*	1%	-4%	0	-1%	-2	5µM*	-91*	-20%	-10%	-3%
FC(F)(F)c1cc(Oc2ccccc2Cl)nc(-c2ccccn2)n1
 : ?	4%	-1%	3	-4%	-1	-20%	3	-8%	-3%	3%
O=C(/C=C/c1cccs1)N1CCN(c2ccccc2F)CC1
 : 18%	-13%	-4%	1	?	13	23%	-31	6%	-3%	0%
CCCC/S(CC1CC1(Cl)Cl)=N\S(=O)(=O)c1ccc(C)cc1 (stereo not given)
 : 4%	0%	-2%	1	.	13	14%	-5	-9%	-2%	-7%

Compounds as they come. Share with any hit: about 14%.
